# Mtb RmlCD inh – blocks M. tuberculosis RmlC and RmlD coupled enzymes. P9WH09+P9WH11. actives 0.03% (n = 160,000). RmlC+RmlD coupled enzyme assay, percent inhibition; primary screen in compound mixtures. inhibition, % at 3.6 µM; in the data active = inhibition mostly above about 34%, no sharp cut-off; note: some results filed as inactive read as strong as hits
# Target sequence (P9WH09 whole entry, looked up): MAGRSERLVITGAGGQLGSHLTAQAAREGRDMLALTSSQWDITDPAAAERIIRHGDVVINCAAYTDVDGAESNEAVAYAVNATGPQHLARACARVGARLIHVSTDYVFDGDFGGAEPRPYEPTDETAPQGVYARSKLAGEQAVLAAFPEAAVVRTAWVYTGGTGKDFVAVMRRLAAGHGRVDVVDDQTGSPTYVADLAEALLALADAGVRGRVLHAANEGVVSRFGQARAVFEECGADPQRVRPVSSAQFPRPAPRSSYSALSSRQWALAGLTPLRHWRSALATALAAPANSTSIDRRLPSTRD
# Target sequence (P9WH11 whole entry, looked up): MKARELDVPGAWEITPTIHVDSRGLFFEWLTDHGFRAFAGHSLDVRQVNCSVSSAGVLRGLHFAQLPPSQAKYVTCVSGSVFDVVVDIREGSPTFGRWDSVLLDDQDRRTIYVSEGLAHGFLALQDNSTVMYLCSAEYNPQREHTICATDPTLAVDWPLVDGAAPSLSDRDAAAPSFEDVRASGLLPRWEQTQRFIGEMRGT
# M. tuberculosis GlmU – inhibition of mycobacterial GlmU enzyme – biochemical, glucosamine-1-phosphate acetyltransferase (AID 1376). M. tuberculosis GlmU acetyltransferase enzyme assay; higher % means a stronger effect. one-dose inhibition, %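 (tested at 30 µM in the primary screen)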; IC50 in µM for titrated hits. actives 0.25% (n = 220,000); in the data active = inhibition above about 13%;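 note: 0% = complete reaction with vehicle and 100% = reaction without substrate; strong numbers were not always called active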
# * hit, by the source's call; x = no result given. Some of the compounds tested; the hit share may differ from the screen's.
SMILES,Mtb RmlCD inh,M. tuberculosis GlmU
CCN1C(=O)c2ccccc2S(=O)c2ccc(C(=O)NCc3ccccn3)cc21 (stereo unspecified),-3,3.0%
CC(C)(C)C1C=C(Sc2ccccc2)C(=O)O1 (stereo unspecified),x,-0.3%
O=C(NNC(=O)c1sccc1-n1cccc1)c1ccccc1,10,0.6%
Cn1c(C(F)(F)F)nc2c(=O)oc3ccccc3c21,-11,3.5%
Cc1nc2sc(C(c3ccco3)N3CCN(c4ccccc4F)CC3)c(O)n2n1 (stereo unspecified),x,3.6%
Cc1c(C#N)c(NC(=O)CCl)n(Cc2ccc(F)cc2)c1C,-6,-1.4%
COc1cc2c(cc1NC(=O)c1cncc(Br)c1)oc1ccccc12,2,-1.7%
Cc1ccc(-c2csc(C3=C(O)CN(NC(=O)c4ccco4)C3=N)n2)cc1,6,x
CS(=O)(=O)N(CCc1ccccc1)CC(=O)N1CCN(c2ccccc2F)CC1,x,-1.3%
CCOCC(O)CS(=O)Cc1ccccc1 (stereo unspecified),8,6.4%
CN(C)c1ccc(NC(=O)CSc2nc3ccccc3c(=O)n2C2CCCCC2)cc1,-3,0.1%
O=C(NCCC1=CCCCC1)C1CCN(Cc2cnn(-c3ccccc3)c2-n2cccc2)CC1,x,-0.4%
Nc1nncn1C(=O)c1ccc(Cl)cc1Cl,x,0.3%
CCN(CC)S(=O)(=O)c1cc(C(=O)OCC(=O)Nc2c(F)cccc2F)ccc1F,9,-2.3%
CN1CCc2c(sc(N)c2C(=O)O)C1,-12,-2.0%
O=C(CSc1ccc2ccccc2n1)NCc1ccc2c(c1)OCO2,5,-0.6%
CCCCNC(=O)C1c2cc(OC)c(OC)cc2C(=O)N(C)C1c1cccs1 (stereo unspecified),-20,4.8%
O=C(CN1CCc2ccccc2C1)Nc1cccc(S(=O)(=O)N2CCCC2)c1,-9,3.5%
Cc1ccc(CC(=O)NC(C)CCc2ccccc2)cc1 (stereo unspecified),x,-2.1%
Cc1ccc(S(=O)(=O)Oc2ccc(/C=N/NC(=O)c3cccnc3)cc2)cc1,9,-3.4%
CC(=O)c1ccc(NC(=O)/C(=C\c2ccccc2)NC(=O)/C=C/c2ccccc2)cc1,-6,0.3%
Cc1nc2ccccc2n1C1CCN(Cc2nnnn2CCc2ccccc2)CC1,-6,1.8%
Cc1ccccc1OCC(=O)Nc1ccc2c(c1)Cc1ccccc1-2,9,-4.5%
O=C(O)CNC(=S)N(Cc1ccccc1Cl)C1CCCC1,x,-5.9%
C/C(=C/C=N/Nc1nc(N2CCCCC2)nc(N2CCCCC2)n1)c1ccccc1,9,-2.2%
Cc1ccccc1NC(=O)Cn1nc(-c2ccccc2)nc1-c1ccccc1,x,1.2%
Cc1ccc2nc(NC(=O)C3CCCN(S(=O)(=O)c4cnc[nH]4)C3)sc2c1 (stereo unspecified),-8,-3.8%
CCCOc1ccc(C(=O)NNC(=S)NC(=O)c2cc(-c3ccc(Cl)cc3)nc3ccccc23)cc1,x,3.3%
CCCC(=O)NNc1cc(=O)c2c(=O)n(C)c(=O)n(C)c2[nH]1,49,-0.7%
COc1ccc2c(c1)c(=O)oc1cc(OCC(=O)NC3CCCCC3)ccc12,x,9.9%
Cc1ccccc1Sc1c(C#N)c(-c2ccccc2)nn1C,-11,-4.2%
Cc1sc2nc(SCC(=O)N(C)Cc3ccccc3)n(-c3ccccc3)c(=O)c2c1C,x,0.6%
CCOc1ccc2nc(N3C(=O)/C(=C/c4ccc(Cl)cc4)NC3=S)sc2c1,-3,1.4%
COc1ccc(CCN2C(=NC(=O)CCC(=O)O)SC3CS(=O)(=O)CC32)cc1 (stereo unspecified),3,2.5%
CCCCNC(C(=O)Nc1ccc([N+](=O)[O-])cc1Br)c1ccccc1 (stereo unspecified),9,0.4%
C=CCN1C(=O)N(/C=C/C)c2cccc3cccc1c23,x,6.7%
CCn1nnc(-c2ccc(N)cc2)n1,25,-4.6%
Cc1ccc(C(=O)c2ccccc2C(=O)OCC(=O)Nc2cccc([N+](=O)[O-])c2)cc1,9,1.7%
CCOC(=O)c1cn(-c2ccc(F)c(F)c2F)c2c(F)c(F)c(F)cc2c1=O,-3,-3.7%
C=CCNC(=S)N/N=C(\C)c1ccccn1,5,0.4%
C=CCNc1nc(-c2ccc(OC)cc2OC)cs1,3,1.2%
CC1C/C(=N/NC(=O)c2ccc(CSc3nc4ccccc4[nH]3)cc2)CC(C)(C)C1 (stereo unspecified),-28,1.3%
CC(Cc1cccs1)NCc1ccccc1 (stereo unspecified),10,-1.1%
Cc1cc(C)c2c(n1)sc1c(=O)[nH]c(SCc3ccccc3)nc12,3,2.9%
O=S1(=O)C=C(SCCN2CCCC2)c2ccccc21,61,0.9%
CCCN1CCN(CCCNC(=O)C2CCN(c3nnc(-n4cccc4)s3)CC2)CC1,x,-9.9%
COc1ccc(CC(C(=O)Nc2cc(C)ccc2C)/C(N)=N/O)cc1 (stereo unspecified),x,1.4%
O=C(Nc1cccc2c1CCCC2)c1ccco1,5,8.3%
Cc1ccc(C(=O)Nc2ccccc2C(=O)NC(CC(=O)O)C(=O)O)cc1 (stereo unspecified),0,-1.0%
COc1cc(OC)cc(C(=O)NCC(=O)OCC(=O)C(C)(C)C)c1,x,2.8%
COc1ccc(NC(=O)CSc2nc(N)c(C(=O)Nc3ccc(N(C)C)cc3)s2)cc1,1,2.4%
Cn1nnnc1SCC1=C(C(=O)O)N2C(=O)C(NC(=O)C3CC3c3ccccc3)C2SC1 (stereo unspecified),4,2.7%
Cc1nn(Cc2ccccc2)c(C)c1/C=N/NC(=O)CNc1cccc(C(F)(F)F)c1,6,-0.1%
O=C(CN(c1ccccc1)S(=O)(=O)c1ccc(F)cc1)N1CCCCCC1,x,0.4%
Cc1nc(C(=O)NNC(=O)c2ccccc2Cl)c(C(F)(F)F)o1,-7,x
Cc1cc(NC(=O)c2cc(CC(C)C)on2)n(-c2ccccc2)n1,-8,0.1%
CCOC(=O)c1c(C)[nH]c(C(=O)CN2CCOCC2)c1C,6,0.4%
O=C1C2C3C=CC(C3)C2C(=O)N1Cc1ccccc1 (stereo unspecified),-7,0.0%
CC(C)(C)C(=O)Nc1nnc(SCC(=O)Nc2ccc3c(c2)OCO3)s1,5,-1.3%
FC(F)(F)C(Oc1nc(NC2CCCCC2)nc(N2CCOCC2)n1)C(F)(F)F,x,3.1%
# Additional entries
SMILES,Mtb RmlCD inh,M. tuberculosis GlmU
CC(=O)c1ccc(NC(=O)C(C)N2CCN(C/C=C/c3ccccc3)CC2)cc1 (stereo unspecified),8,-0.5%
O=C(NCCc1ccc(Cl)cc1)c1cccnc1,x,4.2%
O=C(NCc1ccco1)c1cccs1,-4,0.5%
Cc1cc(C)n(-c2nc3c(c(=O)[nH]c(=O)n3C)n2Cc2ccc(F)cc2)n1,-9,-1.1%
COc1cc(/C=C2/SC(=S)N(CC3CCCO3)C2=O)ccc1O (stereo unspecified),-9,-1.1%
COc1cc([N+](=O)[O-])cc2sc(NC(=O)C(C)(C)C)nc12,-8,-4.2%
CCOc1cccc(NC(=O)Cc2cccs2)c1,x,-0.1%
Cc1cc2c3c(c1C)C1(C(=O)N3C(C)(C)CC2C)C(C#N)=C(N)Oc2cc(O)ccc21 (stereo unspecified),24,1.6%
Cc1ccc(-c2csc(N(Cc3ccccc3)C(=O)COc3ccccc3)n2)cc1,0,7.0%
O=C(CCCNS(=O)(=O)c1ccc(Br)cc1)N1CC[C@@]2(O)CCCC[C@H]2C1,x,7.1%
CC(C)(C)C1C/C(=C/c2ccco2)C(=O)/C(=C/c2ccco2)C1 (stereo unspecified),x,2.5%
O=[N+]([O-])c1cccc(-c2nc(-c3ccccn3)no2)c1,10,-2.4%
CCOC(=O)c1sc2nc(CSc3ccccc3)nc(N3CCCN(C)CC3)c2c1C,21,-15%
CCC(=NCCCN(CC)CC)c1c(O)n(C2CCCCC2)c(=O)[nH]c1=O,12,x
O=C(CNC(=O)c1ccco1)N/N=C/c1ccccc1[N+](=O)[O-],-12,-2.5%
Cc1cc(C)c(COCc2cc(/C=N/O)c(C)cc2C)cc1/C=N/O,19,1.8%
CCN(CC)CC1(O)CCN(C(=O)c2ccc(Cl)c(Cl)c2)CC1,-11,-1.8%
COC(=O)c1ccc(N2C(=O)CC(N3CCC(O)(c4ccc(Br)cc4)CC3)C2=O)cc1 (stereo unspecified),x,-5.3%
CCCCCCN=C(C)c1c(O)n(CCCC)c(=O)[nH]c1=O,8,-3.7%
CCOC(=O)C1(CC2CCCCO2)CCN(Cc2cc3ccccc3[nH]2)CC1 (stereo unspecified),-14,-2.4%
Cn1ccnc1/C(=N\NC(=O)c1ccccc1)c1cccc([N+](=O)[O-])c1,4,-4.9%
COc1ccc(C2(O)CC3CCC(C2)N3c2cc(C)nc(-c3ccccc3)n2)cc1 (stereo unspecified),0,-4.8%
O=C(CSC(=S)N1CCOCC1)c1ccccc1,7,2.4%
O=C(NCC1CCCO1)c1ccccc1S(=O)(=O)c1ccc([N+](=O)[O-])cc1 (stereo unspecified),8,0.8%
O=c1c(-c2cccc([N+](=O)[O-])c2)[n+]([O-])c2ccccc2n1O,12,2.8%
COc1ccc2nc(/N=C(\N)NC(=O)C(C)(C)C)nc(C)c2c1,9,0.3%
CC(=O)NC(CCS(C)(=O)=O)C(=O)Nc1ccccc1 (stereo unspecified),-11,2.4%
Cc1nc(SCC(=O)Nc2ccccn2)n[nH]1,-5,3.0%
Cc1nnc(SCC(=O)Nc2nsc(-c3ccc(C(C)(C)C)cc3)n2)s1,6,3.4%
O=C1NN(c2ccccc2)C(=O)/C1=C/c1ccc(Sc2ccc(Cl)cc2)o1,x,4.8%
O=[N+]([O-])c1cc(-n2cnnn2)ccc1N1CCC(Cc2ccccc2)CC1,13,-8.5%
S=c1[nH]nc(Cn2cnc3ccccc32)n1-c1ccccc1,5,-1.0%
S=C(NCc1ccccc1)Nc1cccc(Cl)c1,1,5.2%
O=C1C=C(NCc2ccc(Cl)c(Cl)c2)CC1,99,1.9%
CC(=O)C1=C(O)C(=O)N(c2ccc(Br)cn2)C1c1ccccc1F (stereo unspecified),x,-1.5%
CN(CCC#N)C(=O)COC(=O)c1cc(Cl)cc(Cl)c1N,-3,-0.5%
COc1cccc(OCC(=O)NNC(=O)c2cnccn2)c1,x,-2.0%
COc1ccc(CNC(=O)Cn2nc(C(F)(F)F)cc2C)cc1,-12,-3.1%
CCOC(=O)c1n[nH]n(-c2cc(Cl)cc(Cl)c2)c1=O,x,-3.0%
Cc1cccc(C)c1NC(=O)C1(N2C(=O)CC2c2ccccc2)CCCCC1 (stereo unspecified),x,-0.9%

# A different layout for two compounds above.
Structure | Mtb RmlCD inh | M. tuberculosis GlmU
S=C(NCc1ccccc1)Nc1cccc(Cl)c1 | 1 | 5.2%
Cc1cccc(C)c1NC(=O)C1(N2C(=O)CC2c2ccccc2)CCCCC1 (stereo unspecified) | x | -0.9%

# A run of entries from the list above:
SMILES,Mtb RmlCD inh,M. tuberculosis GlmU
CCOC(=O)C1(CC2CCCCO2)CCN(Cc2cc3ccccc3[nH]2)CC1 (stereo unspecified),-14,-2.4%
Cn1ccnc1/C(=N\NC(=O)c1ccccc1)c1cccc([N+](=O)[O-])c1,4,-4.9%
COc1ccc(C2(O)CC3CCC(C2)N3c2cc(C)nc(-c3ccccc3)n2)cc1 (stereo unspecified),0,-4.8%
O=C(CSC(=S)N1CCOCC1)c1ccccc1,7,2.4%
O=C(NCC1CCCO1)c1ccccc1S(=O)(=O)c1ccc([N+](=O)[O-])cc1 (stereo unspecified),8,0.8%
O=c1c(-c2cccc([N+](=O)[O-])c2)[n+]([O-])c2ccccc2n1O,12,2.8%
COc1ccc2nc(/N=C(\N)NC(=O)C(C)(C)C)nc(C)c2c1,9,0.3%
CC(=O)NC(CCS(C)(=O)=O)C(=O)Nc1ccccc1 (stereo unspecified),-11,2.4%
Cc1nc(SCC(=O)Nc2ccccn2)n[nH]1,-5,3.0%
Cc1nnc(SCC(=O)Nc2nsc(-c3ccc(C(C)(C)C)cc3)n2)s1,6,3.4%
O=C1NN(c2ccccc2)C(=O)/C1=C/c1ccc(Sc2ccc(Cl)cc2)o1,x,4.8%
O=[N+]([O-])c1cc(-n2cnnn2)ccc1N1CCC(Cc2ccccc2)CC1,13,-8.5%
S=c1[nH]nc(Cn2cnc3ccccc32)n1-c1ccccc1,5,-1.0%
S=C(NCc1ccccc1)Nc1cccc(Cl)c1,1,5.2%
O=C1C=C(NCc2ccc(Cl)c(Cl)c2)CC1,99,1.9%
CC(=O)C1=C(O)C(=O)N(c2ccc(Br)cn2)C1c1ccccc1F (stereo unspecified),x,-1.5%
CN(CCC#N)C(=O)COC(=O)c1cc(Cl)cc(Cl)c1N,-3,-0.5%
COc1cccc(OCC(=O)NNC(=O)c2cnccn2)c1,x,-2.0%

# Carrying on:
SMILES,Mtb RmlCD inh,M. tuberculosis GlmU
Cc1ccc(N2C(=O)NC(=O)/C(=C/c3ccc(OC(=O)c4cccs4)cc3)C2=O)cc1,x,2.6%
COc1cc2nc(/C=C/c3cc(OC)c(OC)c(OC)c3)sc2cc1SC,-3,2.5%
O=C(COc1ccc(-n2ccnc2)cc1)Nc1cccc(Cl)c1,13,-2.1%
CCOc1ccc(C(=O)NCc2ccco2)cc1,x,-1.3%
CCN1CCN(CC(=O)NC2CCCCC2)C(=O)C1=O,x,7.4%
CCOC(=O)C1=C(N)n2c(s/c(=C\c3ccco3)c2=O)=C(C(=O)OC(C)C)C1c1ccco1 (stereo unspecified),x,-2.7%
CC(=O)c1cc(C#N)c(SCc2ccccc2)nc1C,4,0.3%
COc1ccccc1NC(=O)c1cc(Br)ccc1Cl,-8,-2.7%
Cc1ccc(NC(=O)c2cccc(S(=O)(=O)N(C)c3ccccc3)c2)cc1S(=O)(=O)N1CCOCC1,7,-3.7%
CCn1cc(SCC(=O)N2CCOCC2)c2ccccc21,-5,0.9%
Cc1cc(NC(=O)C2CCCN(S(=O)(=O)c3c(C)noc3C)C2)n[nH]1 (stereo unspecified),-8,2.0%
O=C(CC1Sc2ccccc2NC1=O)NCc1ccccc1 (stereo unspecified),7,-6.4%
Clc1ccc(SCCCCn2cncn2)cc1,8,-2.8%

# From PubChem BioAssay
